Screens: PubChem, NCI
NCI-60 one-dose screen, 48 h, at 10 µM unless noted. Numbers give growth in % (100 = growth as untreated, 0 = no growth, -100 = all killed).
HS 578T – HS 578T breast cancer; 78,000 tested, 4.1% active; AID 1794788
SK-MEL-28 – SK-MEL-28 melanoma. 81,000 tested, 4.1% active
T-47D – T-47D breast cancer; 79,000 tested, 5% active
MALME-3M – MALME-3M melanoma | 78,000 tested, 5.8% active | AID 1794766
UACC-62 – UACC-62 melanoma; 81,000 tested, 5.4% active
BT-549 – BT-549 breast cancer. 78,000 tested, 4.4% active. AID 1794793
SK-MEL-2 – SK-MEL-2 melanoma | 77,000 tested, 4.7% active | AID 1794763
UACC-257 – UACC-257 melanoma; 78,000 tested, 4.4% active; AID 1794764
Active calls of the source: *; · = not tested or not shown; & = joins results of further samples; ! = a repeat was not active. The calls were made as follows: active = growth percent below 10; inactive = the rest.

Sample of the layout:
SMILES	HS 578T	SK-MEL-28	T-47D	MALME-3M	UACC-62	BT-549	SK-MEL-2	UACC-257
CCOC(=O)c1ccc(N2C(=O)/C(=C/N3N=C(c4ccccc4)CC3c3ccc(N(C)C)cc3)SC2=S)cc1 (centres undefined)	95	103	73	98	99	82	90	99
CC(=O)n1cc([C@H]2CC[C@H](c3cn(C(C)=O)c4ccccc34)c3c2c2ccccc2n3C(C)=O)c2ccccc21	107	105	81	91	77	108	78	83
Nc1cccc(-c2ccc(C(=O)Nc3ccc(C(=O)O)cc3)o2)c1	92	102	99	94	100	100	104	105
COc1ccc(-c2nc(SCc3nc4ccccc4[nH]3)nc(N3CCNCC3)c2C#N)cc1	80	95	74	99	88	88	99	100
NCCN1C(=O)C(=O)c2ccccc21	103	115	84	98	102	113	105	107
CCc1c(C(=O)Nc2nc3ccc(F)cc3s2)nnn1-c1ccccc1F	100	85	62	82	79	81	108	93
COc1ccc(Cn2nc3c(c2-c2ccc(OC)cc2)-c2oncc2CC3)cc1	143	101	82	98	71	101	109	86
O=NC1C2C=CC(C2)C1Cl (centres undefined)	113	104	99	104	109	91	94	·
C=CCC(C#N)(C(=O)OCC)/C(C)=C/CC (centres undefined)	·	107	115	112	98	114	121	130
Cc1ccc(Cc2cnc(NC(=O)c3cc(C)oc3C)s2)cc1	83	81	58	85	48	74	86	94
O=C1CSC(c2cn(-c3ccccc3)nc2-c2ccc([N+](=O)[O-])cc2)N1c1cccc(F)c1 (centres undefined)	112	106	99	114	102	106	116	101
Cc1ccc(-n2c(-c3cc4ccccc4nc3Cl)noc2=O)cc1	81	97	64	93	56	81	81	95

All compounds of this part (from the top)
SMILES	HS 578T	SK-MEL-28	T-47D	MALME-3M	UACC-62	BT-549	SK-MEL-2	UACC-257
CCOC(=O)c1ccc(N2C(=O)/C(=C/N3N=C(c4ccccc4)CC3c3ccc(N(C)C)cc3)SC2=S)cc1 (centres undefined)	95	103	73	98	99	82	90	99
CC(=O)n1cc([C@H]2CC[C@H](c3cn(C(C)=O)c4ccccc34)c3c2c2ccccc2n3C(C)=O)c2ccccc21	107	105	81	91	77	108	78	83
Nc1cccc(-c2ccc(C(=O)Nc3ccc(C(=O)O)cc3)o2)c1	92	102	99	94	100	100	104	105
COc1ccc(-c2nc(SCc3nc4ccccc4[nH]3)nc(N3CCNCC3)c2C#N)cc1	80	95	74	99	88	88	99	100
NCCN1C(=O)C(=O)c2ccccc21	103	115	84	98	102	113	105	107
CCc1c(C(=O)Nc2nc3ccc(F)cc3s2)nnn1-c1ccccc1F	100	85	62	82	79	81	108	93
COc1ccc(Cn2nc3c(c2-c2ccc(OC)cc2)-c2oncc2CC3)cc1	143	101	82	98	71	101	109	86
O=NC1C2C=CC(C2)C1Cl (centres undefined)	113	104	99	104	109	91	94	·
C=CCC(C#N)(C(=O)OCC)/C(C)=C/CC (centres undefined)	·	107	115	112	98	114	121	130
Cc1ccc(Cc2cnc(NC(=O)c3cc(C)oc3C)s2)cc1	83	81	58	85	48	74	86	94
O=C1CSC(c2cn(-c3ccccc3)nc2-c2ccc([N+](=O)[O-])cc2)N1c1cccc(F)c1 (centres undefined)	112	106	99	114	102	106	116	101
Cc1ccc(-n2c(-c3cc4ccccc4nc3Cl)noc2=O)cc1	81	97	64	93	56	81	81	95
Cc1cc([N+](=O)[O-])c(=O)[nH]c1C	100	110	99	·	93	110	101	104
COc1ccc(-c2cc(=O)c3c(OC)c4ccoc4c(/C=C/C=O)c3o2)cc1	39	89	1.6*	25	67	-23*	75	108
Cc1nc(N)sc1C(=O)NCCO	109	113	106	-3.0*	94	·	13	110
COc1ccc(-n2nc(C(=O)NCCCCC(=O)NO)nc2-c2ccccc2)cc1	62	73	·	38	48	94	57	46
C=C(C)[C@@H]1CC[C@]2(C(=O)n3cnc(C[C@@H](N)C(=O)OC)c3)CC[C@]3(C)[C@H](CC[C@@H]4[C@@]5(C)CCC(=O)C(C)(C)[C@@H]5CC[C@]43C)[C@@H]12	98	104	94	100	84	95	104	101
C[C@@]1(C(N)=O)CC2C=CC1C2 (some centres undefined)	116	114	98	·	124	·	105	114
CC(C)N=c1cc2n(-c3ccc(Cl)cc3)c3ccccc3nc-2cc1Nc1ccc(Cl)cc1	-13*!	58&73&68	41&33&38	-46*	33&35&36	-4.5*!	-36*	7.9*!
CC(=O)c1sc2nc(-c3cc4ccccc4o3)cc(-c3ccc(Cl)cc3)c2c1N	92	107	97	95	94	109	86	107
Cc1cc2ncn(CO)c2cc1C	99	107	90	104	107	94	101	·
CC1=CC(C)(C)c2cc3c(cc21)C(C)(C)CCC3(C)C	101	105	96	84	77	108	87	100
Cn1cccc1C(=O)C1C(c2ccc(Cl)cc2)C2C3CCCCC3CN2C12C(=O)Nc1ccc(Cl)cc12 (centres undefined)	84	101	67	98	85	105	91	92
N#Cc1c(-c2ccc(O)cc2)cc(-c2c[nH]c3ccccc23)nc1-c1c[nH]c2ccccc12	89	76	98	114	97	97	100	109
Cc1cccc2c(=O)c3c(sc12)c(NCCNCCO)nc1ccccc13	54	-67*	45	-42*	26	78	79	78
COc1ccc(-c2cc(C(=O)c3cc(C)c(C)cc3O)c[nH]c2=O)cc1	81	98	79	114	76	100	104	84
Cc1[nH]ncc1NC(=O)c1cncc(C#Cc2cnc3ccc(OCC4(C)COC4)nn23)c1	113	106	114	127	104	117	72	111
COC(=O)c1cccc(NC(=O)c2ccc(-c3cccc(N)c3)o2)c1	92	102	88	91	91	94	98	112
CCOC(=O)c1cc(C(=O)c2cc(OC)c(OC)c(OC)c2)n2c1ccc1c3ccccc3ccc12	91	109	93	100	96	100	108	101
O=C(c1nc2ccccc2[nH]1)C1C(c2ccc(C(F)(F)F)cc2)C2CSCN2[C@@]12C(=O)Nc1ccccc12 (some centres undefined)	84	98	70	95	78	107	108	99
O=C(Nc1ccc(C2=NCCCN2)cc1)c1ccc(C(=O)Nc2ccc(C3=NCCCN3)cc2)cc1	116	138	107	101	106	110	98	132
CC1(C)C2CCC1(C)C1(C2)OC(CCl)CS1 (centres undefined)	107	109	112	89	101	107	·	98
Cc1ccc(C)c(N=NC(C#N)C#N)c1	98	101	94	111	101	99	109	109
CCOCC(C)(COC(C)=O)CC(C)(COC(C)=O)CC(C)COC(C)=O (centres undefined)	116	108	99	103	100	108	118	·
O=C1CC(c2nc3ccccc3o2)CN1c1ccccc1 (centres undefined)	91	102	101	94	102	91	·	90
CC1(C)CC[C@]23CC[C@]4(C)[C@H](CC[C@@H]5[C@@]6(C)C/C(=C/O)C(=O)C(C)(C)[C@@H]6CC[C@]54C)[C@H]2[C@H]1OC3	111	107	114	104	93	111	108	101
O=C(/C=C/c1cccc(Br)c1)c1cccc(OCCCOc2cccc(C(=O)/C=C/c3cccc(Br)c3)c2)c1	104	101	90	103	79	97	108	100
CCCOC(=O)C1c2cc3c(cc2CC(C)C1C(=O)OCCC)OCO3 (centres undefined)	103	103	86	104	75	·	·	77
O=C1OC(=O)C2=C1C1c3ccccc3C2c2ccccc21	·	112	97	99	105	106	115	105
CC(=O)C1C(=O)C(=O)N(c2ccc(Cl)c(Cl)c2)C1=O (centres undefined)	103	103	93	92	101	97	111	109
c1ccc(Cn2cc(-c3ccccc3)c3ncnc(N4CCOCC4)c32)cc1	93	118	45	103	67	75	80	104
CCCCCCCC/C=C\CCCCCCCCOc1ccccc1CC(=O)NCC[N+](C)(C)C	92	89	94	90	67	77	96	89
Cc1ccc2c(c1)C(=O)CC(c1ccccc1)S2 (centres undefined)	88	102	96	105	77	99	103	104
C1=C(N2CCCC2)CCC1	102	110	104	100	103	113	112	90
Nc1nc(N)c2c(n1)NC(c1ccc(Cl)cc1)CC(c1ccc(Nc3nc(NCCO)nc(N4CCOCC4)n3)cc1)=N2 (centres undefined)	66	83	75	·	90	71	88	85
C=C1C(=O)O[C@H]2[C@H]1CC/C(Cn1cc(Cc3c[nH]c4ccccc34)nn1)=C\CC[C@@]1(C)O[C@@H]21	74	20	1.3*	-41*	38	44	51	44
COc1ccc(C2N(c3ccccc3)NC(=O)[C@@H]3CCCN23)cc1 (some centres undefined)	98	105	67	105	47	95	99	102
O=C(O)c1ccc(-n2cc(CNc3cccc(OC(F)(F)F)c3)c(-c3ccc(F)cc3)n2)cc1	97	84	84	116	89	93	60	90
CCOC(=O)C1=C(C)NC(C)=C(C(=O)OCCOC)C1c1cccc(C#N)c1 (centres undefined)	99	106	99	101	98	120	99	100
CSc1nsc(SC)c1C(N)=O	112	110	100	125	112	108	·	99

(list continues)
SMILES	HS 578T	SK-MEL-28	T-47D	MALME-3M	UACC-62	BT-549	SK-MEL-2	UACC-257
O=C1CCCCC1CNCc1ccccc1 (centres undefined)	102	106	107	98	104	99	92	101
CCN(CC)CCN(Cc1ccccc1)C(=O)C1c2ccccc2Oc2ccccc21	70	85	103	90	·	87	121	101
C#CCOc1ccc(/C=N/Nc2nc(-c3ccc(OC)cc3)cs2)cc1	94	102	69	84	67	89	96	76
CC(C)c1ccc(/C=C/C(=O)NC2CCN(c3nnnn3C)CC2)c(O)c1	97	97	80	96	93	100	108	100
CCCNCCCCC(C)Nc1cc(OC)cc2cccnc12 (centres undefined)	102	109	107	112	101	103	107	99
CC(=O)N(C)c1ccc([N+](=O)[O-])cc1	120	114	95	144	104	97	92	110
O=C(c1ccccc1)n1cc(-c2nc3ccccc3[nH]2)c2cccnc21	105	111	85	105	106	95	119	127
CC(=O)N=C1CSc2ccccc2N1C	96	133	112	182	101	208	·	154
Cc1ccc(C(=O)Nc2nc3c(s2)CN(Cc2ccccc2)CC3)cn1	98	94	84	87	75	95	93	93
O=CNc1ccc(Oc2ccc(NC=O)cc2)cc1	96	103	·	95	·	·	97	103
O=C(Cn1nnc2ccccc21)N/N=C/c1cc2ccccc2[nH]1	80	110	87	93	88	95	94	101
O=[N+]([O-])c1ccccc1NCCO	104	110	85	108	101	106	118	93
COc1ccc2nc(-c3ccc(-c4noc(-c5ccc(C)cc5)n4)cc3)[nH]c2c1	104	101	91	104	93	82	104	109
COc1ccc(/C=C2\CCCC3=C2NC(C)=NC3c2ccc(OC)cc2)cc1 (centres undefined)	103	98	90	94	81	87	100	97
CCC(C)(O)C#CC#CC(C)(O)CC (centres undefined)	97	114	96	115	105	115	·	105
COc1ccc(NC(N)=NCCCOc2ccc(F)cc2)cc1	113	88	23	97	88	67	94	25
CC(=O)OC1c2ccccc2C2c3ccccc3C1C2Cl (centres undefined)	110	106	103	115	104	102	114	106
CNC(=O)OCc1ncn(-c2ccccc2)c1COC(=O)NC	112	113	101	105	102	114	118	·
Nc1[nH]c(=S)ncc1-c1ccc(Cl)c(Cl)c1	27	107	99	123	89	117	106	92
O=C(/C=C/c1ccc(Cl)cc1)n1nc(-c2ccccc2)nc1-c1ccccc1	107	107	104	97	106	110	106	·
Cc1nc2ccccc2c(/C=C/c2ccccc2)c1C(=O)c1ccccc1	85	117	61	110	82	100	92	95
CC(=O)Nc1cc(Cl)ccc1C	107	111	101	122	115	106	·	94
CC1=C(C)C(=O)C(N2CCC(N3CCOCC3)CC2)=CC1=O	115	118	107	107	106	139	118	110
C/C(=N/NC(N)=O)c1ccccc1	112	115	114	130	96	95	116	101
CCCCc1ccc(C2=C(Cl)C(=O)C(c3ccc(CCCC)cc3)=C(Cl)C2=O)cc1	·	100	54	98	80	103	85	90
O=c1c2c(nc3ccccn13)c1cccnc1n2Cc1ccccc1	105	114	105	112	93	115	103	116
O=C(NNc1ccc([N+](=O)[O-])cn1)Nc1ccc(Br)cc1	96	103	100	110	87	107	100	98
O=c1[nH]n(-c2ccc([N+](=O)[O-])cc2[N+](=O)[O-])c(=O)c2ccccc12	94	102	92	97	93	102	103	97
CC(=O)OCCN(CCOC(C)=O)CCOC(C)=O	110	102	97	101	96	98	97	98
Nc1ccc(C(=O)O)c(O)c1 (tested in a mixture with another compound)	113	124	102	104	101	104	112	102
COc1cc(-c2noc(C[C@@H](NC(=O)OCc3ccccc3)C(C)C)n2)cc(OC)c1OC	97	100	90	94	88	105	99	99
CCCCCc1c(-c2n[nH]c(C)c2CCCCC)n[nH]c1C	100	102	·	95	90	94	109	88
COc1ccc(/C=C2\C(=O)NC(=Nc3ccccc3)N2/N=C/c2ccccc2Cl)cc1	91	108	106	95	96	100	104	101
N#Cc1c(-c2ccc(F)cc2)nc(SCc2ccccc2)nc1N1CCOCC1	80	110	84	112	87	81	99	98
O=C(Nc1ccccc1Cl)n1ccnc1	110	117	80	124	91	106	127	103
CS(=O)(=O)Nc1ccc(C(=O)N=Nc2c(O)[nH]c3ccc([N+](=O)[O-])cc23)cc1	106	105	108	113	98	110	104	101
COc1cc(/C=C2/C=C(c3ccccc3)N(CCc3ccc(S(N)(=O)=O)cc3)C2=O)cc(OC)c1OC	98	119	83	84	90	94	104	84
O=C(CCc1nnc(Cn2ccnc2)o1)c1nc2ccccc2[nH]1	112	116	102	78	91	114	·	114
O=C(O)/C=C/c1cn(-c2ccccc2)nc1-c1ccc(Br)cc1	99	111	96	98	89	103	104	118
Cc1c(-c2ccccc2)nc(N2CCOCC2)c(C#N)c1C#N	105	98	83	129	93	70	97	108
COC(=O)c1nccnc1N	116&101	108&102	112&115	132&113	113&97	108&119	110&113	96&89
Cc1ccc(NC(=O)c2sc3nc(-c4cccs4)ccc3c2N)cc1F	98	89	·	95	76	100	·	84
NC(=O)c1c(N)n[nH]c1CC(=O)O	109	116	101	101	110	101	100	105
Cc1ccc(S(=O)(=O)NC(CCC(=O)Nc2ccc(Cl)cc2)C(=O)Nc2ccc(Cl)cc2)cc1 (centres undefined)	30	64	16	14	2.5*	27	·	46
